PDI inh – inhibitors of human protein disulfide isomerase; inhibition, % at 10 µM; P07237; PDI insulin aggregation turbidity, A650, 90 min; 0.052% of 350,000 active;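 active = mean inhibition across replicates of 30% or more, whatever share of single replicates reach that level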;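 also: absorbance from insulin aggregation driven by PDI reduction with DTT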
Target sequence (P07237 whole entry, looked up): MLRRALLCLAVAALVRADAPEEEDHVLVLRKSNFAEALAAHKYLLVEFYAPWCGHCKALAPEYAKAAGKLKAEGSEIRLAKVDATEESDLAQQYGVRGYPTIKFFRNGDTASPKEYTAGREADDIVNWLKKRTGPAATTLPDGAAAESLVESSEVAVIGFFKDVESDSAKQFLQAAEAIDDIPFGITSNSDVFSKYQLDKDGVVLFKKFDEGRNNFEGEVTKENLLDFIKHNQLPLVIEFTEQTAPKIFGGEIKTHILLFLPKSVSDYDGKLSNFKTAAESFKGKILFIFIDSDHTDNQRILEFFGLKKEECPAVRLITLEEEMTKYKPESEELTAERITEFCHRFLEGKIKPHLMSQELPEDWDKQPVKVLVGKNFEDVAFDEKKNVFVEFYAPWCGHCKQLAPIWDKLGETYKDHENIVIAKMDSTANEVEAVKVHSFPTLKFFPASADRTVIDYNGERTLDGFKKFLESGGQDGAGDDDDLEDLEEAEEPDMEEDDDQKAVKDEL
N-glyco inh – blocks N-linked glycosylation in D54 reporter cells | D54 ERlucT glycosylation luciferase reporter, 24 h; percent of 100 nM tunicamycin response | reporter increase, % at 12.5 µM | 0.23% of 360,000 active;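 active = mean luciferase reporter signal, scaled so untreated is 0 and the glycosylation-blocking control 100, at or above a set limit in every replicate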;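 also: luciferase carries N-glycosylation sites so blocking glycosylation raises the light; 0% = median of neutral control wells and 100% = median of 100 nM tunicamycin wells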
HTR2A ag – activates the mouse 5-HT2A serotonin receptor | CHO-K1 mHTR2A beta-arrestin complementation, luminescence; percent of 30 µM serotonin response | activation, % at 7.6 µM | 0.66% of 360,000 active | AID 624169;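 active = activation above a run cutoff, the mean activation of all tested compounds plus 3 SD, cut at about 14% in these data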;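 also: 0% = plate median of compound wells and 100% = 30 µM serotonin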
Target sequence (P35363 whole entry, looked up): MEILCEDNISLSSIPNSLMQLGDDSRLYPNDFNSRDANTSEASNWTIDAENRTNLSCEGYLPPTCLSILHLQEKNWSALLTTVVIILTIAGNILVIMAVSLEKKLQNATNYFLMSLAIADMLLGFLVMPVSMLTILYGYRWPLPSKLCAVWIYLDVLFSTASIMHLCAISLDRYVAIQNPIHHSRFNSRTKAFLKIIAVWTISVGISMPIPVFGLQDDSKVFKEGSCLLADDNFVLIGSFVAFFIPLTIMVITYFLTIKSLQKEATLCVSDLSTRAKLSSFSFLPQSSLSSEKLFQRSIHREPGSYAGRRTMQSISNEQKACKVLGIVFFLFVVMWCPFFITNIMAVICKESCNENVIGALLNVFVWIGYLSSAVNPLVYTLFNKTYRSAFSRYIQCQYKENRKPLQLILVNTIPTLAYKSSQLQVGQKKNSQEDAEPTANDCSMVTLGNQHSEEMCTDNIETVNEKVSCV
ABCB6 inh 2 – human ABCB6 transporter inhibition. 0.19% of 360,000 active. AID 602162. fluorescence ratio to DMSO, % at 10 µM. K562-ABCB6 porphyrin accumulation, flow cytometry, 1 h; hits give low values. Q9NP58;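 active = fluorescence ratio to DMSO below 75%, the collection mean minus 3 SD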;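 also: signal is porphyrin accumulated inside mitochondria; 100% equals median channel fluorescence of DMSO control wells; lower ratio means ABCB6 inhibition with less porphyrin fluorescence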
MC4R ag barr – agonists of human melanocortin 4 receptor (MC4R) beta-arrestin; AID 540308; 0.98% of 360,000 active; U2OS MC4R beta-arrestin complementation, luminescence; percent of melanotan II response, DMSO zero; activation, % at 8.9 µM;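 active = activation above a per-plate cutoff, the mean activation of sample wells on that plate plus 3 SD, cut at about 8% in these data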
MC4R antagonist – human MC4R antagonism in cAMP assay; MC4R-expressing cells, MTII-stimulated cAMP, LANCE TR-FRET; AID 540295; 0.48% of 360,000 active; P32245; inhibition, % at 6.5 µM;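 active = inhibition above its plate's cutoff, the mean of tested wells on that plate plus 3 SD, cut at about 29% in these data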;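 also: 0% = Melanotan II alone and 100% = Melanotan II plus saturating MCL0020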
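System – human MC4R-expressing U2OS cells · Also added – Melanotan II · Dosing – one concentration, 6.5 µM nominal · Timing – 30-min compound, 1-h challenge, 1-h detection, room temperature · Measured by – Eu-cAMP/anti-cAMP TR-FRET, emission 671 nm · Replicates – singlicate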
ABHD5-PLIN5 inh – blocks binding of human ABHD5 to perilipin-5; Q00G26+Q8WTS1; Split G. princeps luciferase complementation, luminescence, 4 h; inhibition, % at 4 µM; 0.78% of 360,000 active; AID 602281;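 active = inhibition above the mean inhibition across every tested compound plus 3 SD, cut at about 22% in these data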;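 also: 0% = DMSO only wells and the 100% control is not disclosed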
H9c2 protect – protects H9c2 cardiomyocytes from peroxide injury | H2O2 injury protection, ATPLite, 2 h | protection from H2O2 cell death, % at 20 µM | 0.63% of 360,000 active | AID 588492;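 active = compounds giving at least 50% protection of heart cells from peroxide-induced death in the single-dose screen, raw or plate-pattern-corrected value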;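 also: 0% = DMSO wells with peroxide and 100% = DMSO wells without peroxide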
CaV13 ICDI inh – Disruptors of the CACNA1D IQ motif to Ca2+-dependent inactivation inhibitor domain association, primary screening, Förster resonance energy transfer in intact living …; HEK cells, CFP/YFP FRET ICDI-IQ, plate reader, 10 min; percent FRET-ratio fall versus neutral wells; inhibition, % at 12.3 µM; 0.098% of 340,000 active; AID 743397;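 active = mean replicate inhibition of at least 30% and at least 1% of replicates passing that level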;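 also: 0% = median of the neutral control wells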
Granule exo inh – lytic granule exocytosis inhibition; TALL-104 LAMP-1 surface exposure, flow cytometry; cells stimulated with thapsigargin and PMA; inhibition, % at 10 µM; 0.66% of 360,000 active;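 active = inhibition above about 55%, limit read from the data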
An asterisk follows results filed as active; . = no result given.

SMILES	PDI inh	N-glyco inh	HTR2A ag	ABCB6 inh 2	MC4R ag barr	MC4R antagonist	ABHD5-PLIN5 inh	H9c2 protect	CaV13 ICDI inh	Granule exo inh
Cc1ccc(CN2CCC(n3nccc3NC(=O)C3CCOC3)CC2)cc1C (configuration not stated)	-1	2	-2	97	-1.7	9	-2	3	-7	-13
O=C(CC1SC(=Nc2ccccc2)N(Cc2ccccn2)C1=O)Nc1cccc(Cl)c1 (configuration not stated)	-27	-1	-5	113	6.8	9	8	9	-3	-6
Cc1ccc(NS(=O)(=O)c2cc(C(=O)NCCCN(C)C)ccc2Cl)cc1Cl	-1	0	-10	98	-4.5	4	-1	0	-5	13
CNS(=O)(=O)c1cccc2nsnc12	-2	2	-1	105	-0.1	5	-1	1	-6	-2
CSc1ncc(Cl)c(C(=O)Nc2cc(C)ccc2C)n1	0	1	1	98	2.1	-4	2	10	-12	12
Cn1c(C2CCCCC2)nc2c1c(=O)[nH]c(=O)n2Cc1ccccc1	4	2	1	101	-3.1	34*	-1	2	-17	-4
O=C(Nc1ccc(Nc2ccccc2)cc1)c1c(Cl)cccc1Cl	-7	-2	-2	92	-2.0	-13	2	-8	-5	16
CC(=O)NS(=O)(=O)c1ccc(NC(=S)NC(=O)c2ccco2)cc1	6	-1	-5	88	-2.0	-1	-3	13	-5	-3
Cc1ccc(N(CC(=O)Nc2ccc3c(c2)OCCO3)S(C)(=O)=O)cc1	10	-1	-3	104	-1.8	12	-4	-8	-5	2
CCOC(=O)NC(=O)CSc1nc(C)cc(C(F)(F)F)c1C#N	1	0	1	143	-1.1	0	2	-16	-5	2
CC(=O)CCc1ccc(OC(=O)c2cccnc2)cc1	5	-1	1	97	-1.3	6	4	1	.	-1
O=C(NCCc1cn2ccccc2n1)c1ccccc1F	-4	-1	-2	105	0.7	-3	-8	8	.	-4
O=C(COc1ccc(Cl)cc1)Nc1nc(-c2ccncc2)cs1	12	2	2	98	-0.4	15	3	-4	.	-4
CCOc1ccccc1N(CC(=O)NCCSCc1ccco1)S(=O)(=O)c1ccccc1	-3	.	-7	100	-2.6	12	12	16	.	12
O=C1N/C(=C/c2ccc(Br)cc2)C(O)=C1C=NCc1ccccc1	-5	16	4	97	-1.8	-11	2	-4	-5	-1
CCOC(=O)N1CCN(C(=O)c2c(Cl)cnn2C)CC1	-1	1	9	96	-1.5	14	8	5	-3	1
COC(=O)c1cc(-c2ccc(Br)cc2)c2c(=O)[nH]c(=O)n(C)c2n1	8	2	2	99	-1.8	2	3	-1	-4	-5
NC(=O)c1ccsc1NC(=O)CCS(=O)(=O)c1ccc(F)cc1	6	-9	4	96	-4.1	-4	7	-2	-5	4
Cc1nn(Cc2ccc(C(=O)N3CCN(C(=O)c4ccco4)CC3)o2)c(C)c1[N+](=O)[O-]	2	2	5	97	-4.7	-1	4	54*	-6	-6
Cn1nnnc1SCC(=O)Nc1sccc1C(N)=O	15	2	-4	99	0.5	1	6	8	-6	-2
Cn1cnnc1SCC(=O)N1CCC(Cc2ccccc2)CC1	2	-2	-10	103	-0.2	0	-6	0	.	2
COC(=O)c1ccc(N2NC(=O)/C(=C/c3ccc(OC)c(OC)c3)C2=O)cc1	0	0	-3	100	-0.7	0	0	9	-2	-1
CC(C)c1nnc(NC(=O)CCC(=O)Nc2ccc(F)cc2)s1	-2	12	3	102	-0.6	3	0	-26	.	-11
CCOc1cc(/C=N/NC(=O)C(=O)Nc2cc(Cl)ccc2C)ccc1O	2	2	2	99	1.6	6	2	2	-6	3
O=C(O)c1ccc(-n2ccnc2)c([N+](=O)[O-])c1	-4	3	3	101	-0.6	6	-2	3	-4	1
(continued)
SMILES	PDI inh	N-glyco inh	HTR2A ag	ABCB6 inh 2	MC4R ag barr	MC4R antagonist	ABHD5-PLIN5 inh	H9c2 protect	CaV13 ICDI inh	Granule exo inh
COc1ccccc1N(CC(=O)Nc1ccccc1C(=O)NC(C)C)S(C)(=O)=O	-4	-4	0	95	-1.6	-2	2	5	.	6
CC(C)NC(=O)c1csc([C@@H]2O[C@H](CO)[C@H](O)[C@H](O)[C@H]2O)n1	14	-2	3	98	-2.6	4	4	6	-3	0
COC(=O)c1c(NC(=O)COC(=O)c2ccc(Cl)cc2[N+](=O)[O-])sc2c1CCCCC2	3	17	0	121	-1.1	31*	-2	-4	-18	3
Cc1cc(=O)[nH]c(Sc2c(-c3ccccc3)c3ccccc3[nH]c2=O)n1	-4	0	-1	100	-2.3	1	-4	-1	-8	-2
O=C(c1ccc(S(=O)(=O)N2CCCC2)cc1)N1CCN(c2cccc(Cl)c2)CC1	-3	0	-5	97	-1.6	2	1	1	-8	0
N#CCCN(C(=O)COC(=O)CCN=C1NS(=O)(=O)c2ccccc21)c1ccc(F)cc1	3	4	4	105	-0.9	1	-1	8	-2	-3
COc1cccc(-c2ccc(C3=CC(=O)CC(C)(C)C3=O)cc2)c1OC	1	-1	-3	95	-1.1	7	2	-13	-6	-10
COC(=O)c1ccc(COc2cc([N+](=O)[O-])cc3cccnc23)o1	-1	0	-2	97	-3.3	0	4	7	-3	-3
Cc1ccc(C(=O)COC(=O)c2ccc(-c3cnc4ccccc4n3)cc2)cc1C	-5	-4	-4	94	-1.8	6	-3	-3	-5	-3
N#Cc1cc(NC(=O)c2ccc(Cl)cc2)ccc1Sc1ccccc1	0	-7	-7	103	0.6	9	-15	-23	-5	7
c1ccc(Cn2c(-c3cncs3)nc3ccccc32)cc1	9	-1	-5	90	-2.1	1	-6	-4	-10	0
O=C(c1ccc(Cl)cc1)N1CCC(O)(CSc2ccc(Cl)cc2)CC1	5	1	-5	97	1.3	5	-1	-12	.	3
Cc1nc2ccc(C(=O)NCCc3c[nH]c4ccccc34)cn2c1N(C)C(=O)CCc1ccccc1	19	-2	-2	95	-0.5	8	4	24	-10	4
CC(C)OP(=O)(OC(C)C)C(C)NC(=O)Cc1ccccc1 (configuration not stated)	-4	1	0	97	-3.1	7	-2	8	-3	-2
COC(=O)c1ccc(CSc2ncnc3c2oc2ccccc23)o1	-2	0	-2	102	5.9	10	-1	-1	-7	2
O=C(N/N=C/c1ccccn1)c1ccc([N+](=O)[O-])cc1	4	3	-3	101	-0.2	3	4	3	-4	2
Cc1nnc2n(c1=O)C(CS(=O)(=O)c1ccc3ccccc3c1)CS2 (configuration not stated)	16	0	2	101	1.5	4	3	0	-2	-1
CCc1[nH]c(=O)c(C#N)c2c1CCCC2	0	2	3	93	-2.1	2	5	-2	-5	-2
Cc1nn(C2CCS(=O)(=O)C2)c(Cl)c1/C=C/C(=O)OCC(=O)Nc1ccccc1OC(F)F (configuration not stated)	-13	-4	3	97	-0.3	-3	0	5	.	-2
COc1ccc(OC)c(N(CC(=O)Nc2cccnc2)S(=O)(=O)c2ccc(C)cc2)c1	-2	20	-3	98	-1.4	16	-1	19	-7	11
NC(=O)CSc1nnc2n(N)c(=O)c3ccccc3n12	8	1	7	101	0.1	7	9	3	-3	16
O=C(O)c1cscc1Cc1cccs1	-3	0	5	101	0.2	6	-5	-3	-2	2
COc1cc(/C=C/C(=O)N(C)c2ccccc2C(=O)O)cc(OC)c1OC	0	-2	-5	96	-0.8	-4	0	-1	-2	4

Record cards, as listed above.
`COc1ccccc1N(CC(=O)Nc1ccccc1C(=O)NC(C)C)S(C)(=O)=O` is listed as PDI inh: -4; N-glyco inh: -4; HTR2A ag: 0; ABCB6 inh 2: 95; MC4R ag barr: -1.6; MC4R antagonist: -2; ABHD5-PLIN5 inh: 2; H9c2 protect: 5; CaV13 ICDI inh: .; Granule exo inh: 6
`N#CCCN(C(=O)COC(=O)CCN=C1NS(=O)(=O)c2ccccc21)c1ccc(F)cc1` is listed as PDI inh: 3; N-glyco inh: 4; HTR2A ag: 4; ABCB6 inh 2: 105; MC4R ag barr: -0.9; MC4R antagonist: 1; ABHD5-PLIN5 inh: -1; H9c2 protect: 8; CaV13 ICDI inh: -2; Granule exo inh: -3
`Cc1ccc(C(=O)COC(=O)c2ccc(-c3cnc4ccccc4n3)cc2)cc1C` is listed as PDI inh: -5; N-glyco inh: -4; HTR2A ag: -4; ABCB6 inh 2: 94; MC4R ag barr: -1.8; MC4R antagonist: 6; ABHD5-PLIN5 inh: -3; H9c2 protect: -3; CaV13 ICDI inh: -5; Granule exo inh: -3

Given with each value named: part of the list above.
> Cc1cc(=O)[nH]c(Sc2c(-c3ccccc3)c3ccccc3[nH]c2=O)n1
  PDI inh: -4 | N-glyco inh: 0 | HTR2A ag: -1 | ABCB6 inh 2: 100 | MC4R ag barr: -2.3 | MC4R antagonist: 1 | ABHD5-PLIN5 inh: -4 | H9c2 protect: -1 | CaV13 ICDI inh: -8 | Granule exo inh: -2
> O=C(c1ccc(S(=O)(=O)N2CCCC2)cc1)N1CCN(c2cccc(Cl)c2)CC1
  PDI inh: -3 | N-glyco inh: 0 | HTR2A ag: -5 | ABCB6 inh 2: 97 | MC4R ag barr: -1.6 | MC4R antagonist: 2 | ABHD5-PLIN5 inh: 1 | H9c2 protect: 1 | CaV13 ICDI inh: -8 | Granule exo inh: 0

A run of entries from further up, for reference:
SMILES	PDI inh	N-glyco inh	HTR2A ag	ABCB6 inh 2	MC4R ag barr	MC4R antagonist	ABHD5-PLIN5 inh	H9c2 protect	CaV13 ICDI inh	Granule exo inh
O=C(O)c1cscc1Cc1cccs1	-3	0	5	101	0.2	6	-5	-3	-2	2
COc1cc(/C=C/C(=O)N(C)c2ccccc2C(=O)O)cc(OC)c1OC	0	-2	-5	96	-0.8	-4	0	-1	-2	4

Compound activity (PubChem)
